IL-1B inflam inh: qHTS for Inhibitors of Inflammasome Signaling: IL-1-beta AlphaLISA Primary Screen. 360,000 tested, 4.7% active. activity change, % at 57.5 µM. THP-1 LPS/ATP IL-1B secretion, AlphaLISA, 16 h; hits give low values; in the data active means activity change below about -50%; inconclusive means mostly about -30% to -49%; further: on the % scale 0 is the no-effect control and ±100 the full control effect
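Secreted IL-1B measured by AlphaLISA bead assay after 16 h compound exposure of THP-1 cells; compounds (final up to 57.5 uM) added 1 h before LPS (250 ng/mL) and ATP (1.25 mM) stimulation; lower signal means less secretion.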
KB-3-1 cytotox: qHTS assay for MDR1-selective chemotherapeutics: Primary screen using the parental adenocarcinoma cell KB-3-1; Potency, µM (doses to about 46.1 µM), inactives show at the highest dose activity change, negative = cytotoxic, usual class: cytotoxic; 400,000 tested, 1.4% active; KB-3-1 viability, CellTiter-Glo ATP luminescence, 72 h; further: potency means the concentration at half of the fitted maximal effect; on the % scale 0 is the no-effect control and ±100 the full control effect; nearly all actives have a fitted effect of over 60% in size
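Parental KB-3-1 adenocarcinoma cells in phenol-red-free DMEM with 10% FBS were pin-treated with compounds at several concentrations, incubated 72 h at 37 °C, and viability read by CellTiter-Glo luminescence; concentration-effect curves were fitted after normalization.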
HT1080 IDH1KD tx: qHTS for induction of synthetic lethality in tumor cells producing 2HG: qHTS for the HT-1080-IDH1KD cell line. Potency, µM (doses to about 46.1 µM), inactives show at the highest dose activity, negative = toxicity, usual class: cytotoxic. HT-1080 IDH1 knockdown viability, ATP luminescence, 48 h. 360,000 tested, 2% active;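 further: potency means the concentration at half of the fitted maximal effect; 0% = DMSO wells and -100% = cell-free medium wells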
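After a 2 h attachment period, IDH1KD HT-1080 cells took pin-transferred compound for 48 h at 37 °C; ATP-based luminescence after 10 min room-temperature reagent incubation reported viability.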
KB-V1 MDR tox: qHTS assay for MDR1-selective chemotherapeutics: Primary screen using the drug-selected MDR subline cells KB-V1; 400,000 tested, 3.4% active; AID 1347076, 2019; Potency, µM (doses to about 46.1 µM), for the others: at the top dose activity change, negative = cytotoxicity, actives largely listed as cytotoxic; KB-V1 MDR cells viability, CellTiter-Glo, 72 h; further: potency means the concentration at half of the fitted maximal effect; on the % scale 0 is the no-effect control and ±100 the full control effect; nearly all actives have a fitted effect of over 60% in size
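Luminescent ATP read-out (CellTiter-Glo, 10 min) measures survival of drug-selected KB-V1 MDR cells after 72 h, 37 degrees C compound exposure. Medium: phenol-red-free DMEM, 10% FBS. Values from fitted concentration-response curves.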
HT1080-NT tox: qHTS for induction of synthetic lethality in tumor cells producing 2HG: qHTS for the HT-1080-NT fibrosarcoma cell line | Potency, µM (titrated, usually from 46.1 µM), inactives show top-dose activity, negative = less viability, actives largely listed as cytotoxic | HT-1080-NT fibrosarcoma viability, CellTiter-Glo ATP luminescence, 48 h | 360,000 tested, 1.6% active;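 further: NT is the 2HG producing partner of a matched IDH1 knockdown line; potency means the concentration at half of the fitted maximal effect; 0% = DMSO-treated cells and -100% = media-only wells without cells; nearly all actives have a fitted effect of over 55% in size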
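Read-out is CellTiter-Glo luminescence after 10 minutes at room temperature, following 48 hours' compound treatment of HT-1080-NT cells (750 cells/well, RPMI, 5% FBS, 37 degrees C).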
SW480 rereplic: A quantitative high throughput screen for small molecules that induce DNA re-replication in SW480 colon adenocarcinoma cells | 340,000 tested, 1.8% active | Potency, µM (series often up to 46.1 µM), inactives show top-dose re-replication activation, most hits filed as activators | SW480 DNA re-replication, Hoechst DNA content imaging, 48 h; further: potency means the concentration at half of the fitted maximal effect; % of control where 0% means no effect; nearly all actives have a fitted effect of over 55% in size
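Per well, 250 cells were exposed to pinned compound for 48 hr. Nuclear DNA was visualised with Hoechst (40 min, 37 C) and total object intensity recorded by fluorescence scanning.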
WRN inhibitor: qHTS for Inhibitors of WRN Helicase | WRN helicase unwinding, fluorescent forked duplex, kinetic | Potency, µM (top dose mostly 114 µM), without a hit: at the highest dose activity change, negative = inhibition, hits mostly inhibitors | 360,000 tested, 0.46% active | AID 651768, 2012; further: potency means the concentration at half of the fitted maximal effect; on the % scale 0 is the no-effect control and ±100 the full control effect; nearly all actives have a fitted effect of over 55% in size
Target sequence (Q14191 whole entry, looked up): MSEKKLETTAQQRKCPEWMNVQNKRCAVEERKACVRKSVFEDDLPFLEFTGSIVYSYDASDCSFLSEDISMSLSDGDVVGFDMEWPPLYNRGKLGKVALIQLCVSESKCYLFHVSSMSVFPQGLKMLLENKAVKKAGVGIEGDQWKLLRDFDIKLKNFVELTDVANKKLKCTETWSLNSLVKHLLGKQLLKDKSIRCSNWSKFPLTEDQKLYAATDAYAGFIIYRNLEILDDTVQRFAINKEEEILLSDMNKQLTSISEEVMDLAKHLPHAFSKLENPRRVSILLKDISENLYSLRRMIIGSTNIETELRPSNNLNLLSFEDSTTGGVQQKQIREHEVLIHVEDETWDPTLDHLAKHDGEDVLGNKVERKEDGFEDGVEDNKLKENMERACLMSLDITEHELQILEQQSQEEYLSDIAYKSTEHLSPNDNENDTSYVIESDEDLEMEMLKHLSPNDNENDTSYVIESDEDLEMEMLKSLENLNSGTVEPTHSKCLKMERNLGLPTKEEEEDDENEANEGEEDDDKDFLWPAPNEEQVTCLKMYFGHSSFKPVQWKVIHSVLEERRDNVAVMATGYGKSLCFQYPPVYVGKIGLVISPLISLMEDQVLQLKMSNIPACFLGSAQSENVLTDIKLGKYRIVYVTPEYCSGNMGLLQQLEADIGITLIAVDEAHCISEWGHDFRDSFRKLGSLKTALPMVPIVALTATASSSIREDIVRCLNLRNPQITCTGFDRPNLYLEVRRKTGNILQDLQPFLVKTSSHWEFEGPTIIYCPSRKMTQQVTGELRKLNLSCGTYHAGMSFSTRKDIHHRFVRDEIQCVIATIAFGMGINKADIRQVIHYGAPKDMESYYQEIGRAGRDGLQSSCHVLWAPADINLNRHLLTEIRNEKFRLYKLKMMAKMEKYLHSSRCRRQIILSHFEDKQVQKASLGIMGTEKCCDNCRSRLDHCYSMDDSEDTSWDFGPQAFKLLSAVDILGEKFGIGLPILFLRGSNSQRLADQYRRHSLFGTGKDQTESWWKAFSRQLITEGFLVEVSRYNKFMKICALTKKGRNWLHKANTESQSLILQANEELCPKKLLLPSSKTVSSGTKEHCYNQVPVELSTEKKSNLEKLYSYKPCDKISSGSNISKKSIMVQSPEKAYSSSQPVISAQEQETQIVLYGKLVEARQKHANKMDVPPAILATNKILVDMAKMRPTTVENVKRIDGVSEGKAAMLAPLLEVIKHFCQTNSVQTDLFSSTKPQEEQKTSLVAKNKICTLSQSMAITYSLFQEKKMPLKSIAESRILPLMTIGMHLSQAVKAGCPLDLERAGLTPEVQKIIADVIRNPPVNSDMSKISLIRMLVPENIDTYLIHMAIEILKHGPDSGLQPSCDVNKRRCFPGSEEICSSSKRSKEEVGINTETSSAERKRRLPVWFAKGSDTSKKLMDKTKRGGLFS
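Primary qHTS, 1536-well format. 20 nM WRN + compound, 15 min RT; start with 100 nM forked fluorophore/quencher duplex, 2 mM ATP (final); kinetic read ex 525/em 598 nm.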
ATXN2 expr inh: Primary qHTS for Inhibitors of ATXN expression. Potency, µM (titrated, usually from 57 µM), for inactives: at the highest dose activity change, negative = inhibition, usual class: inhibitors. 360,000 tested, 0.72% active. HEK-293 ATXN2-luciferase reporter, luminescence, 24 h; further: potency means the concentration at half of the fitted maximal effect; on the % scale 0 is the no-effect control and ±100 the full control effect; nearly all actives have a fitted effect of over 55% in size
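ATXN2-luciferase reporter cells (luciferase flanked by upstream and downstream ATXN2 gene portions) were treated 24 h at 37 °C with compounds at up to 57 uM. SteadyGlo luminescence gave expression; GF-AFC fluorescence gave viability.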
MCF10A rereplic: A quantitative high throughput screen for small molecules that induce DNA re-replication in MCF 10a normal breast cells; MCF 10A DNA re-replication, Hoechst nuclear intensity, 48 h; Potency, µM (top dose mostly 46.1 µM), inactives show at the highest dose activity, positive = re-replication, actives largely listed as activators; 350,000 tested, 2.9% active; AID 624296, 2012; further: potency means the concentration at half of the fitted maximal effect; % of control where 0% means no effect; nearly all actives have a fitted effect of over 50% in size
Active calls of the source: *; ? = inconclusive; . = no result given; & = joins results of further samples; [ ] = another dose, or the depositor's remark. Unless noted, the call rests on the fitted dose curve; in most records, active means well fitted curve in the direction sought with a large enough effect; inconclusive means small, poorly fitted or top-dose-only effect, or another doubt; inactive means no such curve, though single readings can be large; an effect the other way counts as inactive or inconclusive.

SMILES,IL-1B inflam inh,KB-3-1 cytotox,HT1080 IDH1KD tx,KB-V1 MDR tox,HT1080-NT tox,SW480 rereplic,WRN inhibitor,ATXN2 expr inh,MCF10A rereplic
O=C(CN1CCN(Cc2ccccc2F)C1=O)NCCN1CCOCC1,7,1%,6%,30%,-3%,-1%,2%,3%,-6%
CCOC(=O)c1sc(=S)n(-c2ccc(C)cc2)c1N,-24,9%,-10%,0%,-6%,0%,-8%,-1%,0%
CCOCCn1c(CN2CCN(C(=O)c3ccco3)CC2)nc2c1c(=O)n(C)c(=O)n2C,23,0%,2%,13%,8%,-2%,7%,1%,-2%
O=C(NCc1cccs1)C1CC(=O)N(C2CCCC2)C1 (configuration not stated),10,-13%,-4%,0%,2%,-8%,-6%,3%,-5%
O=C(CN1C(=O)c2cccc([N+](=O)[O-])c2C1=O)NNC(=O)c1ccc(F)cc1,6,4%,18%,-13%,-1%,-13%,-2%,5%,0%
COc1ccc(-n2nnnc2SCC(=O)Nc2ccccc2N2CCOCC2)cc1,7,5%,24%,-3%,-5%,4%,-2%,-19%,-18%
C[C@H](CO)N1C[C@H](C)[C@@H](CN(C)C(=O)Nc2ccc(C(F)(F)F)cc2)Oc2c(NS(=O)(=O)c3ccccc3)cccc2C1=O,10,26%,-3%,7%,-5%,6%,4%,12%,13%
COC(=O)Cn1cnc(C(=O)Nc2ccc(C)c(C)c2)n1,4,-15%,18%,9%,16%,-8%,-2%,3%,10%
O=C(/C=C/c1ccccc1Cl)NCCCn1ccnc1,6,-1%,17%,-4%,7%,0%,3%,-10%,?
O=C(O)CSc1nnc(-c2ccncc2)n1CCc1ccccc1,-8,4%,-27%,18%,5%,-5%,0%,-1%,0%
Cc1ccc(F)cc1C(=O)N1CCCCC1c1cc(C(=O)Nc2ccc(F)c(Cl)c2)no1 (configuration not stated),-19,?,-16%,-14%,-13%,.,-6%,0%,.
CCN(CC)c1ccc(/C=N/NC(=O)Nc2ccccc2)cc1,-28,0%,?,-17%,?,-5%,-9%,72%[activator],?
CCOC(=O)N1CCN(CC(O)COCc2ccc(Cl)cc2)CC1 (configuration not stated),1,10%,12%,12%,1%,-3%,-7%,-1%,8%
COc1cccc(NC(=O)C2CCN(S(=O)(=O)c3ccccc3)CC2)c1,-18,-28%,0%,?,-1%,-4%,-3%,3%,12%
O=C(O)CSCC(=O)N1CCc2c([nH]c3ccccc23)C1C(F)(F)F (configuration not stated),-6,-3%,15%,6%,?,5%,2%,-23%,7%
CC(=O)NC(C)(c1ccccc1)c1nc(-c2ccc(F)c(Cl)c2)cs1 (configuration not stated),-13,0%,?,-1%,-22%,.,-3%,?,.
CCOC(=O)c1cc(-c2ccc(F)cc2)nc2c1c(=O)[nH]c(=O)n2Cc1ccccc1,14,18%,7%,12%,9%,3%,-13%,-24%,1%
COc1ccccc1/C=N/NC(=O)CC(=O)NCCc1ccccc1,.,2%,23%,-1%,15%,-8%,-2%,11%,0%
NNC(=O)c1c[nH]c2ccc(OCc3ccccc3)cc12,92,-1%,-4%,21%,-21%,-63%[inhibitor],8%,-3%,1%
Cc1cc(C)c2c(=O)[nH]c(SCC(=O)Nc3ccc(N(C)C)cc3)nc2n1,13,10%,-7%,-9%,-5%,0%,-8%,17%,7%
O=[N+]([O-])c1cc(S(=O)(=O)c2ccc(N3CCCCC3)c([N+](=O)[O-])c2)ccc1N1CCCCC1,-8,-15%,0%,-32%,-3%,14%,2%,-31%,-1%
Cn1c(=O)oc2cc(S(=O)(=O)Nc3ccccc3O)ccc21,14,-48%&-14%,-5%,-23%&7%,-2%,0%,-12%,5%,?
CC(/C=C(\NC(=O)c1ccccc1)C(=O)N=Nc1c(O)[nH]c2ccc(C)cc12)=C\c1ccccc1,-8,-5%,-1%[9.24 µM],-8%,-7%,-5%,5%,5%,15%
COc1ccc(N2CCN(C(=O)COc3ncnc4ccccc34)CC2)cc1,10,-1%,-10%,0%,4%,-13%,-10%,-4%,5%
CCC(C)(C)NC(=O)C(c1ccco1)N(C(=O)c1csnn1)c1cccc(F)c1 (configuration not stated),-4,1%,-2%,16µM*,-10%,7%,6%,-8%,18%
COc1ccc(C(=O)CSc2nnc(NC(=O)C3CC(=O)N(c4cccc(OC)c4)C3)s2)cc1 (configuration not stated),13,-8%,12%,-20%,5%,?,-4%,4%,10%
Cc1ccc(CNC(=O)C2CCN(S(=O)(=O)N3CCOCC3)CC2)cc1,12,11%,-2%,9%,4%,-2%,6%,-1%,-17%
Cc1cccc(C(=O)NNC(=O)c2cccc(C)c2)c1,0,11%,1%,-29%,-1%,-694%[inhibitor],2%,10%,-6%
O=C(/N=C1\NC(=O)C(F)(C(F)(F)F)S1)NC1CCCCC1 (configuration not stated),-1,?,-4%[9.24 µM],?,5%,-8%,50µM*,-3%,1%
CSc1ccc(Cn2c(C)c(C(=O)NCc3ccc4c(c3)OCCO4)sc2=O)cc1,-30,-15%,-30%,18µM*,0%,.,0%[57.1 µM],-36%,.
Cc1cccc2c(C(=O)Nc3ccc(Br)cc3)cc(-c3ccccn3)nc12,37,?,-7%,-30%,-1%,6%,-9%,-3%,1%
COc1ccc(Cc2cnc(N)s2)cc1,-4,3%,4%,0%,8%,-5%,-7%,28%,1%

Laid out differently: 5 of the compounds above.
The line under a structure holds: IL-1B inflam inh | KB-3-1 cytotox | HT1080 IDH1KD tx | KB-V1 MDR tox | HT1080-NT tox | SW480 rereplic | WRN inhibitor | ATXN2 expr inh | MCF10A rereplic
> Cc1ccc(CNC(=O)C2CCN(S(=O)(=O)N3CCOCC3)CC2)cc1
  12 | 11% | -2% | 9% | 4% | -2% | 6% | -1% | -17%
> Cc1cccc(C(=O)NNC(=O)c2cccc(C)c2)c1
  0 | 11% | 1% | -29% | -1% | -694%[inhibitor] | 2% | 10% | -6%
> O=C(/N=C1\NC(=O)C(F)(C(F)(F)F)S1)NC1CCCCC1 (configuration not stated)
  -1 | ? | -4%[9.24 µM] | ? | 5% | -8% | 50µM* | -3% | 1%
> CSc1ccc(Cn2c(C)c(C(=O)NCc3ccc4c(c3)OCCO4)sc2=O)cc1
  -30 | -15% | -30% | 18µM* | 0% | . | 0%[57.1 µM] | -36% | .
> Cc1cccc2c(C(=O)Nc3ccc(Br)cc3)cc(-c3ccccn3)nc12
  37 | ? | -7% | -30% | -1% | 6% | -9% | -3% | 1%

The list continues.
SMILES,IL-1B inflam inh,KB-3-1 cytotox,HT1080 IDH1KD tx,KB-V1 MDR tox,HT1080-NT tox,SW480 rereplic,WRN inhibitor,ATXN2 expr inh,MCF10A rereplic
O=C(CNC(=O)c1cccc(Br)c1)N/N=C/c1cn[nH]c1-c1ccccc1,52,26%,-8%,-3%,-2%,-12%,-13%,.,7%
Cc1cc(C)c2c(n1)SCC(=O)N2CC(=O)Nc1ccc(C)c(C)c1,29,2%&3%,-1%,-13%&-20%,-1%,7%,14%,13%&14%,-3%
CC(=O)Nc1ccccc1OC(=O)N1CCOCC1,5,1%,16%,4%,11%,-13%,-17%,-1%,-2%
O=C(COC(=O)c1c[nH]c(=O)[nH]c1=O)Nc1cccc([N+](=O)[O-])c1,-5,?,-1%,-20%,14%,-3%,-13%,.,-6%
NNC(=S)Nc1ccc(S(=O)(=O)N2CCOCC2)cc1,10,12%,-2%,?,5%,3%,-10%,4%,0%
COCCNC(=O)C1CCC(=O)N(c2ccc(OC)cc2)C1c1ccc(OC)c(OC)c1 (configuration not stated),-10,6%,0%,9%,2%,-1%,10%,-1%,-1%
CCc1c(C)c(C#N)c2nc3ccccc3n2c1NCCN(C)C,0,6%,?,?,-1%[9.24 µM],14%,-7%,?,1%
CCOc1ccc2nc(SCC(=O)NCc3ccc(OC)c(OC)c3)[nH]c2c1,-7,1%,3%,6%,5%,3%,8%,6%,16%
CCOC(=O)C1=C(C)NC(=O)NC1c1ccc(OC(C)C(=O)O)c(OC)c1 (configuration not stated),6,5%,1%[9.24 µM],12%,-2%,-7%,-1%[57.1 µM],6%,22%
CC(C)CCN(C(=O)CCSc1ccc(F)cc1)c1c(N)n(Cc2ccccc2)c(=O)[nH]c1=O,-10,-3%,-20%,-10%,0%,1%,-3%,-4%,3%
CCOc1cc(/C=N/NC(=O)CSc2nnc(C)s2)ccc1OCc1ccccc1Cl,31,?,-7%,3%,0%,-2%,-4%,.,13%
CCOC(=O)/C(C#N)=C/c1ccc(-c2ccsc2C(=O)OC)o1,-17,1%,13%,2%,5%,-1%,3%,39%[activator],?

Assay outcomes deposited in PubChem by National Center for Advancing Translational Sciences (NCATS).
